Source: PubChem BioAssay (National Center for Advancing Translational Sciences (NCATS))
ELG1 genotoxic = induces genotoxicity in HEK293T cells with luciferase-tagged ELG1 | Potency, µM (doses to about 46 µM), for the others: top-dose activity change, positive = activation, usual class: activators | hit rate 1.3% among 330,000 | HEK293T ELG1-luciferase reporter, luminescence, 16 h; further: potency means the concentration at half of the fitted maximal effect; % of control where 0% means no effect; nearly all actives have a fitted effect of over 60% in size
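16 hr compound incubation (37 °C, 5% CO2) of HEK293T cells carrying luciferase-tagged ELG1; luciferase then measured by ONE-Glo luminescence after 30 min at RT.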
p53 reactivator = mutant p53 re-activation in reporter cells | H1299 p53-A138V BP100-luciferase reporter, luminescence, 24 h | Potency, µM (top dose mostly 92.2 µM), inactives show at the highest dose activity change, positive = activation, most hits filed as activators | hit rate 0.063% among 320,000 | AID 504706; further: potency means the concentration at half of the fitted maximal effect; % of control where 0% means no effect; nearly all actives have a fitted effect of over 45% in size
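H1299 (p53-null), stable ts p53-A138V + BP100-Luc; 1000 cells/well, Opti-MEM/10% FBS; cpd 4 pt, 1:5; 24 h, 37 deg C, 5% CO2; detection reagent 10 min RT; luminescence.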
Eya2 inh = Eya2 (human) phosphatase inhibition; O00167; recombinant Eya2, OMFP fluorescence dephosphorylation (OMFP is methylfluorescein phosphate); Potency, µM (series often up to 76.9 µM), without a hit: top-dose activity, negative = inhibition, hits mostly inhibitors; hit rate 0.006% among 330,000; further: potency means the concentration at half of the fitted maximal effect; on the % scale 0 is the no-effect control and ±100 the full control effect
Target sequence (O00167 whole entry, looked up): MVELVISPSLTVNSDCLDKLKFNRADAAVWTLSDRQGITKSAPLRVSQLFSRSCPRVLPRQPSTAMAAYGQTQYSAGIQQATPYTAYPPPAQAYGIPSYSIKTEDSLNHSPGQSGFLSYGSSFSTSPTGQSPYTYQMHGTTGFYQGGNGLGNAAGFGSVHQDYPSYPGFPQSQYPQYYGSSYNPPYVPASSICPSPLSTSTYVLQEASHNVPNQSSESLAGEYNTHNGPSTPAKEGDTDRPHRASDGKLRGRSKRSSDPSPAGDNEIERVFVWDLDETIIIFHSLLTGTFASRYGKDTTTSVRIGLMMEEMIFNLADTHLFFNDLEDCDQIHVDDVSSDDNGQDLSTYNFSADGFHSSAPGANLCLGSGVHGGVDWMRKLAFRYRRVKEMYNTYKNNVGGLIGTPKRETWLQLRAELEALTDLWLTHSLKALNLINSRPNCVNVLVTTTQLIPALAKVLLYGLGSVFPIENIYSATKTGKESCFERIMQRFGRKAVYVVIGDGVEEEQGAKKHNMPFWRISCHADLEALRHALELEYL
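Eya2 protein (added as 0.2 uM solution) was preincubated with compound for 10 min at ambient temperature in 50 mM HEPES pH 7.5, 50 mM NaCl, 5 uM MgCl2, 0.05% BSA, 1 mM DTT. OMFP (added at 50 uM) then reacted 10 min; fluorescence read at 485/525 nm.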
a7 integrin act = integrin-mediated muscular dystrophy alleviation activation; hit rate 0.064% among 350,000; Potency, µM (highest dose often 38.3 µM), inactives show at the highest dose activation, actives largely listed as activators; alpha7betagal myoblasts, beta-gal FDG fluorescence, 48 h;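 further: potency means the concentration at half of the fitted maximal effect; 100% = response of the positive control SU9516; nearly all actives have a fitted effect of over 60% in size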
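alpha7betagal+/- myoblasts (passage 13, 250/well) treated 48 h at 37C with compounds at 1:260 dilution of DMSO stock. Lysed, then beta-galactosidase activity read as FDG fluorescence (ex 480/em 540) after 30 min, with pre-read for autofluorescence.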
TRPV1 ag = agonists of human vanilloid receptor 1 (TRPV1) | Q8NER1 | TRPV1-expressing cells, Fluo-8 calcium influx, agonist mode | activation, % at 8.33 µM | hit rate 0.19% among 320,000 | AID 540275; in the data active means activation above about 80%; inconclusive means between about 30% and that limit; further: 0% is about no effect
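Cells expressing TRPV1 were dye-loaded with Fluo-8 and read kinetically: 10 s baseline, 3 min after compound (agonist portion), then 2 min after EC20 capsaicin (allosteric enhancer portion). Calcium-bound dye fluorescence at 480/520 nm.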
TSG101-PTAP inh = blocks PTAP/TSG101 interaction to inhibit HIV-1 budding; Q99816; Fluorescence polarization, FITC-PTAP peptide / Tsg101 binding; Potency, µM (doses to about 115 µM), for the others: top-dose activity change, negative = inhibition, actives largely listed as inhibitors; 340,000 tested, under 10 active; AID 493005; active means well fitted inhibition curve with a large enough effect in the main read-out, with a control signal flat, not every such curve was filed as active; inconclusive means small, poorly fitted or top-dose-only effect, or effect the other way, or a change in a side signal; inactive means no such curve, though single readings can be large or run the other way; further: potency means the concentration at half of the fitted maximal effect; % of control where 0% means no effect
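Tsg101 binding domain (10 uM final) was mixed with compound and a FITC-labeled PTAP peptide (50 nM final) in HEPES pH 7.5 buffer with NaCl, Tween 20, EDTA and TCEP; fluorescence polarization was read after 20 min at r.t.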
BRCA1 expr act = BRCA1 expression activation. MCF7-BRCA1-FFLuc reporter, luminescence, 48 h; response scale: scaled: vehicle 0%, 10 µM genistein 100%. Potency, µM (series often up to 46.1 µM), without a hit: top-dose activation, actives largely listed as activators. hit rate 1.1% among 380,000. AID 624202; further: potency means the concentration at half of the fitted maximal effect; nearly all actives have a fitted effect of over 80% in size; some results filed as inactive show a strong effect at the top dose
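Luminescence from a BRCA1-driven firefly luciferase in MCF7 cells was read after 48 h compound exposure at 37 C. Data normalized against DMSO and a 10microM genistein activation control, then curve-fitted across the titration.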
uPA generation = cell surface uPA generation inhibition; cell surface uPA generation assay, qHTS; hit rate 0.31% among 330,000; Potency, µM (top dose mostly 38.3 µM), inactives show at the top dose activity change, negative = inhibition, most hits filed as inhibitors; AID 540303; active means well fitted inhibition curve with a large enough effect; inconclusive means small, poorly fitted or top-dose-only effect; inactive means no such curve, though single readings can be large or run the other way; tested in mouse RAW 264.7 cells; further: potency means the concentration at half of the fitted maximal effect; on the % scale 0 is the no-effect control and ±100 the full control effect; nearly all actives have a fitted effect of over 55% in size
ASM inhibitor = inhibitors of human secretory acid sphingomyelinase; Potency, µM (highest dose often 57.5 µM), for the others: top-dose activity change, negative = inhibition, actives largely listed as inhibitors; hit rate 0.006% among 340,000; placental ASM, HMU-PC fluorogenic substrate, 60 min; P17405; AID 504937; further: potency means the concentration at half of the fitted maximal effect
Target sequence (P17405 47-631 limits assumed): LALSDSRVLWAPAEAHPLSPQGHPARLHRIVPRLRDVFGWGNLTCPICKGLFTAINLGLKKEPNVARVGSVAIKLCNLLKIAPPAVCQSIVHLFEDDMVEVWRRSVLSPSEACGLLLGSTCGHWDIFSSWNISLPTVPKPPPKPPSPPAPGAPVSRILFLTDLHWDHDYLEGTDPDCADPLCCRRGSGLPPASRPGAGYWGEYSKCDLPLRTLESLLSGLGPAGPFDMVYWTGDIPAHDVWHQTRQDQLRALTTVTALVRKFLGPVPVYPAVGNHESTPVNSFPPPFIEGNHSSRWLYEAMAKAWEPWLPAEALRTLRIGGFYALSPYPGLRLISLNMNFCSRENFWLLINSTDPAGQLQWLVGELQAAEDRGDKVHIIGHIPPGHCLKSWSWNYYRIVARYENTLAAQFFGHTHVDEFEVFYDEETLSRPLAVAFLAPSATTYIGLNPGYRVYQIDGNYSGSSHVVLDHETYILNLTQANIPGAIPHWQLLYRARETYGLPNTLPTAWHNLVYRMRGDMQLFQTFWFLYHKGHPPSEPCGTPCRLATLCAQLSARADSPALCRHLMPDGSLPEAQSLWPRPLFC
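Human placenta-derived ASM preincubated with compound 10 min at room temperature, then reacted with 9 uM (final) fluorogenic HMU-PC substrate for 60 min at 37 C. Stop solution raises pH to 10; fluorescence read at Ex 386/Em 447 nm.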
USP2a inh = blocks human ubiquitin-specific protease USP2a; AID 463254; hit rate 0.01% among 330,000; Potency, µM (top dose mostly 38.3 µM), for inactives: top-dose activity change, negative = inhibition, hits mostly inhibitors; O75604; USP2 core, Ub-CHOP2 coupled fluorogenic reporter, 485/531;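 further: potency means the concentration at half of the fitted maximal effect; plate controls were DMSO wells for no effect and full inhibition by NEM control for full effect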
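Cell-free coupled assay: 10nM USP2 core preincubated 30min RT with compound in Tris-HCl pH 8.0/CaCl2/CHAPS buffer, then 25nM Ub-CHOP2 and 25nM reporter substrate; fluorescence (Ex 485/Em 531) read after 60min RT, normalized to NEM inhibition, concentration-response curves fitted.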
B2AR arrestin = recruits beta-arrestin to the human beta2-adrenergic receptor | beta-arrestin recruitment to beta2AR, cell-based reporter | hit rate 0.02% among 330,000 | Potency, µM (doses to about 46.1 µM), without a hit: at the highest dose activation, actives largely listed as activators | AID 492947;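 further: potency means the concentration at half of the fitted maximal effect; 0% = DMSO controls and full agonism = EC100 isoproterenol or metaproterenol; nearly all actives have a fitted effect of over 65% in size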
The depositor's hits bear a star; [ ] = another dose, or the depositor's remark. Unless noted, the call rests on the fitted dose curve; in most records, active means well fitted curve in the direction sought with a large enough effect; inconclusive means small, poorly fitted or top-dose-only effect, or another doubt; inactive means no such curve, though single readings can be large; an effect the other way counts as inactive or inconclusive.

How did CCc1ccccc1NC(=S)NCc1cccn1C do in these assays?
ELG1 genotoxic: 0.3%; p53 reactivator: -2.1%; Eya2 inh: 2.4%; a7 integrin act: -29.0%; TRPV1 ag: 12.1; TSG101-PTAP inh: -2.1%; BRCA1 expr act: -1.6%; uPA generation: -0.1%; ASM inhibitor: 3.6%; USP2a inh: 1.9%; B2AR arrestin: -0.4%

What do the screens show for `COc1ccc(S(=O)(=O)NCC2CCC(C(=O)NCc3ccco3)CC2)cc1` (stereo not drawn)?
ELG1 genotoxic: -2.1%; p53 reactivator: 0.0%; Eya2 inh: -0.8%; a7 integrin act: 23.0%; TRPV1 ag: -2.6; TSG101-PTAP inh: -4.9%; BRCA1 expr act: 20.8%; uPA generation: -2.4%; ASM inhibitor: 1.5%; USP2a inh: -1.8%; B2AR arrestin: -0.3%

How did COc1ccc(C2=NNC(=O)C2(C)Br)cc1 (stereo not drawn) do in these assays?
a7 integrin act: 6.4%; TSG101-PTAP inh: -4.4%; BRCA1 expr act: 10.3%; uPA generation: 2.5%; ASM inhibitor: 1.8%

What do the screens show for `Cc1cccc(C2=NC(C(F)(F)F)(C(F)(F)F)c3c(n(-c4ccc(F)cc4)c(=O)[nH]c3=O)N2)c1`?
ELG1 genotoxic: -10.8%; p53 reactivator: -0.7%; Eya2 inh: 6.9%; a7 integrin act: -19.3%; TRPV1 ag: -9.3; TSG101-PTAP inh: -2.8%; BRCA1 expr act: -59.6%; uPA generation: -6.1%; ASM inhibitor: 0.4%; USP2a inh: 2.4%; B2AR arrestin: 0.0%

What do the screens show for `Cn1c(CNC(=O)c2ccccc2F)nnc1SCc1ccc(Cl)cc1`?
ELG1 genotoxic: -3.2%; p53 reactivator: 14.8%; Eya2 inh: 4.6%; a7 integrin act: 9.4%; TRPV1 ag: -0.7; TSG101-PTAP inh: -2.2%; BRCA1 expr act: 0.0%; uPA generation: 3.3%; ASM inhibitor: 1.0%; USP2a inh: -0.8%; B2AR arrestin: 0.1%

What do the screens show for `CC1(C)CC(=O)C2=C(C1)N1C(=C(C#N)C2c2ccccc2Cl)N=C(N)c2ccccc21` (stereo not drawn)?
ELG1 genotoxic: -3.8%; p53 reactivator: -4.7%; Eya2 inh: 0.2%; a7 integrin act: 0.9%; TRPV1 ag: 15.3; TSG101-PTAP inh: -5.3%; BRCA1 expr act: -55.5%; uPA generation: -2.8%; ASM inhibitor: -11.7%; USP2a inh: -4.7%; B2AR arrestin: 2.5%

Results for Clc1ccc(Sc2cnc3ccccc3n2)cc1 ?
a7 integrin act: 6.0%; TRPV1 ag: 4.5; TSG101-PTAP inh: 1.7%; BRCA1 expr act: inconclusive; uPA generation: -0.7%; ASM inhibitor: -4.6%

What do the screens show for `CCOc1ncccc1C(=O)OCC(=O)NC1CCCCCC1`?
ELG1 genotoxic: -0.3%; p53 reactivator: -0.8%; Eya2 inh: -27.5%; a7 integrin act: -24.8%; TRPV1 ag: 11.2; TSG101-PTAP inh: -5.1%; BRCA1 expr act: -7.3%; uPA generation: 2.0%; ASM inhibitor: -1.4%; USP2a inh: 2.5%; B2AR arrestin: 7.0%

How did CCC(c1nnnn1C1CCCC1)N1CCN(C(=O)c2ccco2)CC1 (stereo not drawn) do in these assays?
ELG1 genotoxic: -7.4%; p53 reactivator: -0.7%; Eya2 inh: 12.4%; a7 integrin act: 2.3%; TRPV1 ag: 1.3; TSG101-PTAP inh: -5.4%; BRCA1 expr act: 15.5%; uPA generation: 0.8%; ASM inhibitor: 1.2%; USP2a inh: -0.9%; B2AR arrestin: 0.2%

How did Cc1ccc(S(=O)(=O)NCCC(=O)Nc2ccc(Cl)c(Cl)c2)cc1 do in these assays?
ELG1 genotoxic: -1.2%; p53 reactivator: 10.3%; Eya2 inh: -5.8%; a7 integrin act: -11.8%; TRPV1 ag: 2.9; TSG101-PTAP inh: 4.9%; BRCA1 expr act: -33.5%; uPA generation: 2.9%; ASM inhibitor: -16.8%; USP2a inh: 2.2%; B2AR arrestin: -0.4%

Results for COC(=O)c1ccc(NC(=O)CN2CCC(NC(=O)c3ccco3)CC2)cc1 ?
ELG1 genotoxic: 3.2%; p53 reactivator: -0.9%; Eya2 inh: 5.4%; a7 integrin act: 10.3%; TRPV1 ag: -1.2; TSG101-PTAP inh: -0.5%; BRCA1 expr act: -0.4%; uPA generation: -6.8%; ASM inhibitor: -2.4%; USP2a inh: 0.2%; B2AR arrestin: -0.3%

How did O=C(Nc1cccc2c1CCCC2)C1CCCN(S(=O)(=O)c2cccc3nonc23)C1 (stereo not drawn) do in these assays?
a7 integrin act: 8.3%; TRPV1 ag: 0.2; TSG101-PTAP inh: 2.4%; BRCA1 expr act: -17.1%; uPA generation: 8.3%; ASM inhibitor: -3.2%

What do the screens show for `NC1=NC2(CCCCC2)N=C(Nc2ccc(F)cc2F)N1`?
ELG1 genotoxic: 0.3%; p53 reactivator: -3.0%; Eya2 inh: -3.4%; a7 integrin act: 6.6%; TRPV1 ag: -0.2; TSG101-PTAP inh: -6.2%; BRCA1 expr act: -27.7%; uPA generation: 1.4%; ASM inhibitor: 2.0%; USP2a inh: 7.0%; B2AR arrestin: -0.9%

How did CCC(C)N(C(=O)CSc1nc(-c2ccccc2)cs1)C1CCS(=O)(=O)C1 (stereo not drawn) do in these assays?
ELG1 genotoxic: -4.1%; p53 reactivator: 0.0%; Eya2 inh: -8.3%; a7 integrin act: 28.1%; TRPV1 ag: 0.7; TSG101-PTAP inh: 0.9%; BRCA1 expr act: -2.2%; uPA generation: -1.6%; ASM inhibitor: -0.3%; USP2a inh: 1.8%; B2AR arrestin: 0.1%

What do the screens show for `COc1ccc(/C=C2/C(=N)N3N=C(CC(=O)N4CCCC4)SC3=NC2=O)cc1`?
ELG1 genotoxic: 0.0%[9.26 µM]; p53 reactivator: 10.5%; Eya2 inh: 6.8%; a7 integrin act: 36.9%; TRPV1 ag: -9.3; TSG101-PTAP inh: -4.3%; BRCA1 expr act: 21.5%; uPA generation: 0.1%; ASM inhibitor: -1.4%; USP2a inh: 1.3%; B2AR arrestin: -0.3%

Results for COc1ccc(N=Cc2c(O)c3ccccc3n2C(C)=O)cc1 ?
ELG1 genotoxic: 12.9%; p53 reactivator: 4.6%; Eya2 inh: 12.1%; a7 integrin act: -31.5%; TRPV1 ag: inconclusive; TSG101-PTAP inh: inconclusive; BRCA1 expr act: -13.3%; uPA generation: -19.2%; ASM inhibitor: -15.9%; USP2a inh: 9.4%; B2AR arrestin: 0.0%

What do the screens show for `CC1(C)Cc2c(sc(/N=C/N3CCCCCC3)c2C#N)C(C)(C)N1`?
ELG1 genotoxic: -0.5%; p53 reactivator: -0.9%; Eya2 inh: 1.4%; a7 integrin act: -30.3%; TRPV1 ag: 9.4; TSG101-PTAP inh: -4.2%; BRCA1 expr act: 6.1%; uPA generation: -0.8%; ASM inhibitor: 0.4%; USP2a inh: -1.4%; B2AR arrestin: -0.1%

Results for O=C(NC1CC2CCCC(C1)N2S(=O)(=O)c1ccccc1)C1CCCCC1 (stereo not drawn) ?
ELG1 genotoxic: -8.2%; p53 reactivator: -4.0%; Eya2 inh: -4.8%; a7 integrin act: -9.7%; TRPV1 ag: inconclusive; TSG101-PTAP inh: -12.6%; BRCA1 expr act: 1.5%; uPA generation: 8.9%; ASM inhibitor: -0.7%; USP2a inh: 0.8%; B2AR arrestin: 0.2%

What do the screens show for `O=[N+]([O-])c1ccc2[nH]c(O)c(N=NC(=S)Nc3cccnc3)c2c1`?
ELG1 genotoxic: -3.1%; p53 reactivator: 2.4%; Eya2 inh: 3.0%; a7 integrin act: -8.0%; TRPV1 ag: -1.9; TSG101-PTAP inh: -11.2%; BRCA1 expr act: -38.2%; uPA generation: -3.5%; ASM inhibitor: inconclusive; USP2a inh: 10.1%; B2AR arrestin: -0.1%

Results for CS(=O)(=O)N1CCN(C(=O)c2ccccc2F)CC1 ?
ELG1 genotoxic: 1.6%; p53 reactivator: 3.2%; Eya2 inh: -7.6%; a7 integrin act: -10.8%; TRPV1 ag: -0.2; TSG101-PTAP inh: -1.5%; BRCA1 expr act: 7.7%; uPA generation: 2.3%; ASM inhibitor: -2.8%; USP2a inh: 3.8%; B2AR arrestin: -0.2%

Results for CC(=O)N1CCOc2ccc(S(=O)(=O)NCC3CCC(C(=O)NCCC(C)C)CC3)cc21 (stereo not drawn) ?
ELG1 genotoxic: -1.7%[9.26 µM]; p53 reactivator: -4.0%; Eya2 inh: -3.7%; a7 integrin act: -31.6%; TRPV1 ag: 0.5; TSG101-PTAP inh: -1.1%; BRCA1 expr act: 1.5%; uPA generation: -5.9%; ASM inhibitor: 2.8%; USP2a inh: 1.3%; B2AR arrestin: 0.5%

Compounds as they come; any-hit rate near 2.6%.
